Source: PubChem BioAssay
ERK AVP block: inhibitors of vasopressin-stimulated ERK signaling pathway | HEK293-V1b, vasopressin-stimulated pERK AlphaScreen | Potency, µM (top dose mostly 57.5 µM), for inactives: at the top dose activity, negative = inhibition, hits mostly inhibitors | 72,000 compounds, 0.99% hits | AID 995; further: on the % scale 0 is the no-effect control and ±100 the full control effect; nearly all actives have a fitted effect of over 55% in size
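Phosphorylated ERK1/2 detected via AlphaScreen bead proximity in lysates of V1b-expressing HEK293 cells given 25 nM vasopressin for 5 min after 30 min compound exposure (37 °C). AC50 from Hill equation; basal DMSO 0%, vasopressin 100%.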
Caspase-1 inhib: caspase-1 (human) inhibition, allosteric or competitive; P29466; Caspase-1 enzyme, Ac-WEHD-AFC fluorogenic rate; Potency, µM (doses to about 57.5 µM), inactives show at the highest dose activity change, negative = inhibition, usual class: inhibitors; 75,000 compounds, 0.03% hits; AID 900;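 further: plate controls were vehicle for no effect and no substrate for full effect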
Caspase-7 inhib: allosteric or competitive inhibitors of human caspase-7. Potency, µM (series often up to 57.5 µM), for the others: top-dose activity change, negative = inhibition, usual class: inhibitors. recombinant caspase-7, Ac-DEVD-AFC fluorescence rate. 75,000 compounds, 0.02% hits. P55210; active means well fitted inhibition curve with a large enough effect in the main read-out, with a control signal flat, not every such curve was filed as active; inconclusive means small, poorly fitted or top-dose-only effect, or a change in a side signal; further: % of control where 0% means no effect
HADH2 inh: HADH2 (human) dehydrogenase inhibition. recombinant HADH2, NADH fluorescence, beta-hydroxybutyryl-CoA. Potency, µM (series often up to 57.1 µM), inactives show at the top dose activity change, negative = inhibition, most hits filed as inhibitors. 73,000 compounds, 3.4% hits. AID 886; further: on the % scale 0 is the no-effect control and ±100 the full control effect; nearly all actives have a fitted effect of over 60% in size; many of its hits are not listed in these tables
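Read-out: 360 nm excitation, 450 nm emission, kinetic over 4 min. Conditions: His-tagged human HADH2 20 nM, pH 9.0 Tris with Tween-20, 1 mM NAD+, 90 uM beta-hydroxybutyryl-CoA.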
HEK293 cAMP ctrl: parental HEK293 cAMP activation (counter-screen). Potency, µM (titrated, usually from 57.1 µM), for inactives: top-dose activation, usual class: activators. parental HEK293 CNG cAMP sensor, membrane potential fluorescence. 73,000 compounds, 2.5% hits; further: % of control where 0% means no effect; nearly all actives have a fitted effect of over 55% in size
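Counterscreen for endogenous-receptor signalling: CNG-channel HEK 293 cells report cAMP rise by membrane depolarization. After 60 min dye equilibration with 100 uM RO 20-1724, compounds incubated 30 min before bottom-read fluorescence at 590 nm.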
Starred values were filed as active, the others as inactive; u = inconclusive; x = not tested or not shown; [ ] = another dose, or the depositor's remark. Unless noted, the call rests on the fitted dose curve; in most records, active means well fitted curve in the direction sought with a large enough effect; inconclusive means small, poorly fitted or top-dose-only effect, or another doubt; inactive means no such curve, though single readings can be large; an effect the other way counts as inactive or inconclusive. Potency means the concentration at half of the fitted maximal effect.

#1 COC(=O)c1ccc(C23CC4(C2)[C@H](CN(Cc2ccc(-c5ccccc5)cc2)[C@@H]4c2ccccc2)C3c2ccc(C(F)(F)F)cc2)cc1 (stereo partly drawn)
#2 N#Cc1ccc(C23CC4(C2)[C@H](CN(Cc2ccc(C(F)(F)F)cc2)[C@@H]4c2ccccc2)C3c2ccc(C(F)(F)F)cc2)cc1 (stereo partly drawn)
#3 N#Cc1ccc(C23CC4(C2)[C@H](CN(CC2CCCCC2)[C@@H]4c2ccccc2)C3c2ccc(C(F)(F)F)cc2)cc1 (stereo partly drawn)
#4 CCC1=C2CC[C@H]3C(=O)N(CC)C(=O)[C@H]3[C@H]2[C@@]2(Cc3ccccc3)C(=NCCOC)OC(=O)N2C1=O
#5 CCC1=C2CC[C@H]3C(=O)NC(=O)[C@H]3[C@H]2[C@@]2(C)C(=NCCOC)OC(=O)N2C1=O
assay / compound	1	2	3	4	5
ERK AVP block	-2.4%	-17.4%	-10.0%	1.3%	17.1%
Caspase-1 inhib	-1.2%	-1.6%	-2.8%	-3.9%	-1.1%
Caspase-7 inhib	-1.0%	-1.9%	-0.8%	-2.7%	-6.1%
HADH2 inh	x	x	x	x	x
HEK293 cAMP ctrl	x	x	x	x	x

#6 Cn1c(-c2nc(-c3ccccc3)cs2)nc2ccccc21
#7 COc1cccc2c1C(=O)CC(c1ccccc1)O2 (stereo not drawn)
#8 Cn1c(=O)c(C(=O)COC(=O)c2cc(-c3ccco3)nc3ccccc23)c(N)n(CC2CC2)c1=O
#9 CCC1=C2CC[C@H]3C(=O)NC(=O)[C@H]3[C@H]2[C@@]2(C)C(=NCCc3c[nH]c4ccccc34)OC(=O)N2C1=O
#10 COC(=O)CCCC[C@@H]1SC[C@@H]2NC(=O)N[C@@H]21
assay / compound	6	7	8	9	10
ERK AVP block	-4.7%	-7.5%	-11.9%	-0.5%	26.6%
Caspase-1 inhib	-2.6%	-0.1%	-9.1%	-0.4%	0.8%
Caspase-7 inhib	-2.6%	0.2%	-16.1%	-7.9%	1.0%
HADH2 inh	x	x	x	x	x
HEK293 cAMP ctrl	x	x	x	x	x

#11 c1ccc(-c2ccc(CN3C[C@@H]4C(c5ccccc5)C5(c6ccccc6)CC4(C5)[C@H]3c3ccccc3)cc2)cc1 (stereo partly drawn)
#12 OC[C@H]1O[C@@H](O[C@@H]2[C@@H](CO)O[C@](O)(CO)[C@H]2O)[C@H](O)[C@@H](O)[C@H]1O
#13 COC(=O)c1cccc(C23CC4(C2)[C@H](CN(Cc2ccc(C(F)(F)F)cc2)[C@@H]4c2ccccc2)C3c2ccc(C(F)(F)F)cc2)c1 (stereo partly drawn)
#14 CC1OC(OCC2OC(Oc3c(-c4ccc(O)c(O)c4)oc4cc(O)cc(O)c4c3=O)C(O)C(O)C2O)C(O)C(O)C1O (stereo not drawn)
#15 COC(=O)[C@@H]1C[C@@]2(O)[C@H](O)[C@H](O)[C@H](O)C[C@H]2N1Cc1ccccc1OS(=O)(=O)c1ccc(C)cc1
assay / compound	11	12	13	14	15
ERK AVP block	4.9%	4.3%	3.1%	8.7%	4.8%
Caspase-1 inhib	1.0%	1.4%	-0.1%	-1.1%	-3.9%
Caspase-7 inhib	-0.5%	-0.2%	-0.7%	-2.0%	3.8%
HADH2 inh	x	x	x	x	x
HEK293 cAMP ctrl	x	x	x	x	x

#16 CCC1=C2CC[C@H]3C(=O)N(CC)C(=O)[C@H]3[C@H]2[C@@]2(Cc3ccccc3)C(=O)N(CC3CC3)C(=O)N2C1=O
#17 COC(=O)c1cccc(C23CC4(C2)[C@H](CN(Cc2ccc(-c5ccccc5)cc2)[C@@H]4c2ccccc2)C3c2ccc(C(F)(F)F)cc2)c1 (stereo partly drawn)
#18 Cc1ccc(C(=O)[C@@H]2[C@H]3C4COC(O4)C(=O)[C@@H]3[C@H]3C=Cc4ccccc4N32)cc1 (stereo partly drawn)
#19 O=C(N[C@@H](Cc1ccccc1)C(=O)O)c1ccccc1
#20 FC(F)(F)c1ccc(CN2C[C@@H]3C(c4ccc(Cl)nc4)C4(c5cccnc5)CC3(C4)[C@H]2c2ccccc2)cc1 (stereo partly drawn)
assay / compound	16	17	18	19	20
ERK AVP block	14.6%	-1.5%	-10.6%	18.9%	0.2%
Caspase-1 inhib	-3.7%	2.3%	-6.4%	-1.8%	-0.5%
Caspase-7 inhib	-0.8%	-0.2%	-8.1%	0.5%	-0.6%
HADH2 inh	x	x	x	x	x
HEK293 cAMP ctrl	x	x	x	x	x

#21 COC(=O)[C@@H]1C[C@H]2CC[C@H](O)C[C@H]2N1Cc1ccc(C(F)(F)F)cc1
#22 COC(=O)CC1Oc2cc3oc4c(c3cc2O1)C(=O)CC(C)(C)C4 (stereo not drawn)
#23 NC(Cc1c[nH]c2ccccc12)C(=O)NCC(=O)O (stereo not drawn)
#24 COc1ccc(-c2oc3ccccc3c(=O)c2O)cc1
#25 COC(=O)[C@@H]1C[C@@]2(O)[C@H](O)[C@H](O)[C@H](O)C[C@H]2N1Cc1cc(F)ccc1F
assay / compound	21	22	23	24	25
ERK AVP block	8.6%	4.9%	55.4%[activator]	-21.3%	-21.0%
Caspase-1 inhib	-0.3%	-1.8%	-2.5%	-2.0%	0.2%
Caspase-7 inhib	0.0%	-4.8%	-2.0%	-0.1%	-3.9%
HADH2 inh	x	x	x	x	x
HEK293 cAMP ctrl	x	x	x	x	x

#26 CCC1=C(OC(=O)N(CC)CC)N2C(=O)OC(=NCCOC)[C@]2(C)[C@H]2C1=CC[C@H]1C(=O)N(C)C(=O)[C@H]12
#27 CCC1=C(OC(=O)N(CC)CC)N2C(=O)OC(=NCC3CC3)[C@]2(Cc2ccccc2)[C@H]2C1=CC[C@H]1C(=O)N(CC)C(=O)[C@H]12
#28 COC(=O)c1ccc(CN2[C@H](C(=O)OC)C[C@@]3(O)[C@@H](O)[C@@H](O)[C@@H](O)C[C@@H]23)cc1
#29 FC(F)(F)c1ccc(CN2C[C@@H]3C(c4ccc(C(F)(F)F)cc4)C4(c5ccccc5)CC3(C4)[C@H]2c2ccccc2)cc1 (stereo partly drawn)
#30 CCN(CC)C(=O)Oc1ccc(Cl)c2ccccc12
assay / compound	26	27	28	29	30
ERK AVP block	-8.3%	-4.2%	12.0%	1.3%	x
Caspase-1 inhib	-3.7%	-0.7%	-0.4%	-2.5%	-3.5%
Caspase-7 inhib	-5.3%	-2.4%	0.5%	-0.9%	-4.4%
HADH2 inh	x	x	x	x	-8.7%
HEK293 cAMP ctrl	x	x	x	x	17.8%

#31 CCOC(=O)c1[nH]c2ccccc2c1NC(=O)c1nonc1C
#32 CC(=O)c1cc2c(cc1NC(=O)CCn1cccc1)OCO2
#33 O=C(Nc1nc2c(s1)CCCC2)c1ccc(Br)s1
#34 CC1(C)CC(=O)C(C(c2cccnc2)C2C(=O)CC(C)(C)CC2=O)C(=O)C1
#35 CN1CCN(C(=O)CCCOc2ccc(Cl)cc2Cl)CC1
assay / compound	31	32	33	34	35
ERK AVP block	x	x	x	x	x
Caspase-1 inhib	-3.3%	-3.6%	-7.2%	-5.4%	-2.6%
Caspase-7 inhib	-5.5%	-0.1%	-9.4%	0.9%	-2.4%
HADH2 inh	2.5%	-7.0%	-28.4%	u	4.5%
HEK293 cAMP ctrl	-7.4%	9.8%	3.1%	u	-0.4%

#36 CCOc1ccc(NS(=O)(=O)c2ccc(C)c(C(=O)O)c2)cc1
#37 O=C1C=C(N2CCN(C(=O)c3ccccc3)CC2)C2(CCCCC2)O1
#38 C=CCNS(=O)(=O)c1ccc2nsnc2c1
#39 CC1(C)CC(=O)C(C=Nc2cccnc2)=C(O)C1
#40 CC(=O)c1cc(F)c(N2CCN(CCC#N)CC2)cc1C
assay / compound	36	37	38	39	40
ERK AVP block	x	x	x	x	x
Caspase-1 inhib	-0.8%	-1.4%	-2.1%	-2.5%	-0.6%
Caspase-7 inhib	-1.0%	0.1%	-0.7%	-0.5%	2.2%
HADH2 inh	4.8%	17.7%	-11.9%	10.1%	-8.8%
HEK293 cAMP ctrl	-3.4%	-2.0%	8.5%	-2.8%	-3.0%

#41 Cc1cc(C)nc(NC(=O)c2cc3ccccc3o2)n1
#42 O=C(Cc1c(F)cccc1Cl)c1ccc(O)cc1O
#43 COc1ccccc1N(CC(N)=O)S(=O)(=O)c1ccc(C)cc1
#44 O=C(CN1C(=O)CCSc2ccccc21)Nc1cccc(F)c1
#45 Cc1cc2c(cc(C(=O)NCc3cccnc3)n2Cc2ccc(Cl)cc2)o1
assay / compound	41	42	43	44	45
ERK AVP block	x	x	x	x	x
Caspase-1 inhib	-1.4%	-1.1%	-0.1%	-1.6%	-4.4%
Caspase-7 inhib	-0.5%	-3.7%	1.4%	-1.9%	-14.2%
HADH2 inh	-10.2%	-23.5%	4.4%	6.1%	u
HEK293 cAMP ctrl	10.2%	-7.5%	-4.7%	6.6%	6.4%

#46 CCOC(=O)CC1=C(C(=O)OCC)C(c2ccc(OC)cc2OC)C(C#N)=C(N)O1 (stereo not drawn)
#47 Cc1ccc(Cl)cc1NC(=O)CCn1cccc1
#48 CCOc1ccc(OCC)c(S(=O)(=O)NCCCN2CCOCC2)c1
#49 CC(C)N(CCNC(=O)c1ccc(-n2c(=O)c(=O)[nH]c3ccccc32)cc1)C(C)C
#50 CC1CC(=O)N(CC(=O)Nc2ccc3c(c2)OCCO3)c2ccccc2S1 (stereo not drawn)
assay / compound	46	47	48	49	50
ERK AVP block	x	x	x	x	x
Caspase-1 inhib	-1.0%	-2.6%	-3.7%	-4.3%	-2.3%
Caspase-7 inhib	-2.3%	-2.4%	-1.0%	1.7%	-0.9%
HADH2 inh	-0.6%	-17.9%	1.1%	-0.5%	-7.2%
HEK293 cAMP ctrl	-7.9%	1.7%	-12.8%	-3.6%	10.8%

Single records, from the list above. Values in the order: ERK AVP block | Caspase-1 inhib | Caspase-7 inhib | HADH2 inh | HEK293 cAMP ctrl
CCC1=C2CC[C@H]3C(=O)N(CC)C(=O)[C@H]3[C@H]2[C@@]2(Cc3ccccc3)C(=O)N(CC3CC3)C(=O)N2C1=O is listed with 14.6% | -3.7% | -0.8% | x | x
O=C(Cc1c(F)cccc1Cl)c1ccc(O)cc1O is listed with x | -1.1% | -3.7% | -23.5% | -7.5%

(cont.)
#51 COCCNC(=O)Cn1nc(C(F)(F)F)c(Br)c1C
#52 COc1ccc(S(=O)(=O)Nc2ccc3c(c2)OCO3)cc1C(=O)O
#53 O/N=C(/Cc1ccccn1)c1ccccc1
#54 O=C(CSc1ncnc2c1nnn2-c1ccc(F)cc1)NCc1ccco1
#55 O=S1(=O)N=C(N2CCCc3ccccc32)c2ccccc21
assay / compound	51	52	53	54	55
ERK AVP block	x	x	x	x	x
Caspase-1 inhib	-4.0%	-3.0%	-4.0%	-3.0%	-5.2%
Caspase-7 inhib	0.3%	-0.3%	1.3%	-1.3%	-1.3%
HADH2 inh	2.1%	-7.7%	-6.9%	5.5%	-7.5%
HEK293 cAMP ctrl	3.6%	31.6µM*	1.8%	11.0%	-7.4%

#56 CCOC(=O)c1sc2nc(C)cc(C)c2c1N
#57 Cc1cc(C)n(C(=O)CCN2C(=O)c3ccccc3C2=O)n1
#58 CCOC(=O)c1ccc(Nc2cc(C)nc(-c3ccccc3O)n2)cc1
#59 N#Cc1cnn(-c2nc(SCc3ccccc3)nc3sc4c(c23)CCCC4)c1N
#60 COc1ccc(-n2nnc3c(SCC(=O)NCC4CCCO4)ncnc32)cc1 (stereo not drawn)
assay / compound	56	57	58	59	60
ERK AVP block	x	x	x	x	x
Caspase-1 inhib	u	-2.8%	-7.9%	-2.1%	-2.3%
Caspase-7 inhib	u	1.0%	-11.2%	-2.9%	-2.9%
HADH2 inh	25.1µM*	9.8%	u	-17.3%	-2.1%
HEK293 cAMP ctrl	-5.7%	-11.9%	-6.2%	11.1%	u

Given with values under each structure: entries from further up.
Below each compound: ERK AVP block | Caspase-1 inhib | Caspase-7 inhib | HADH2 inh | HEK293 cAMP ctrl
57: Cc1cc(C)n(C(=O)CCN2C(=O)c3ccccc3C2=O)n1
  x | -2.8% | 1.0% | 9.8% | -11.9%
58: CCOC(=O)c1ccc(Nc2cc(C)nc(-c3ccccc3O)n2)cc1
  x | -7.9% | -11.2% | u | -6.2%

Not all compounds are listed; rates above refer to the full screens.
